Cardio protect: myocardial damage modulation in H9c2 cells. actives 0.63% (n = 360,000). H9c2 cardiomyocytes, H2O2 injury protection, ATPLite, 2 h. AID 588492. protection from H2O2 cell death, % at 20 µM;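 active = compounds giving at least 50% protection of heart cells from peroxide-induced death in the single-dose screen, raw or plate-pattern-corrected value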;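 also: 0% = DMSO wells with peroxide and 100% = DMSO wells without peroxide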
m5-HT2A agonist: mouse HTR2A agonism via beta-arrestin recruitment; CHO-K1 mHTR2A beta-arrestin complementation, luminescence; percent of 30 µM serotonin response; actives 0.66% (n = 360,000); P35363; AID 624169; activation, % at 7.6 µM;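 active = activation above a run cutoff, the mean activation of all tested compounds plus 3 SD, cut at about 14% in these data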;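 also: 0% = plate median of compound wells and 100% = 30 µM serotonin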
Target sequence (P35363 whole entry, looked up): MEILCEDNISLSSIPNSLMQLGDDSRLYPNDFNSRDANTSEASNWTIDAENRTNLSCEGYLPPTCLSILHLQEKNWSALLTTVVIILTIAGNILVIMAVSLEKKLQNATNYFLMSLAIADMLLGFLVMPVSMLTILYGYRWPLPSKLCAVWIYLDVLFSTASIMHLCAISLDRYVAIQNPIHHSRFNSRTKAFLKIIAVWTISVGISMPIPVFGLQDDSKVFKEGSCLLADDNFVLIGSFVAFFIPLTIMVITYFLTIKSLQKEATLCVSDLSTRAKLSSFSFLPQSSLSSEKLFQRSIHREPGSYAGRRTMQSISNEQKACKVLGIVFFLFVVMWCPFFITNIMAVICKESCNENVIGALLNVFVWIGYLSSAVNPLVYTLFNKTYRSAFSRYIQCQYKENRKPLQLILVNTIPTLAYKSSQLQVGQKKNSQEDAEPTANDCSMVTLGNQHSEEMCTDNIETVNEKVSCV
hiPSC survival: increases survival of single human iPS cells. actives 0.044% (n = 360,000). hiPSC single-cell survival, ATPlite luminescence; 100% = ROCK inhibitor wells, 0% = DMSO. AID 602274. survival enhancement, % at 20 µM; in the data active = survival enhancement above about 18%;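 also: cells exposed to compounds for 16 hours before the ATP read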
Exocytosis inh: blocks lytic granule exocytosis; TALL-104 LAMP-1 surface exposure, flow cytometry; cells stimulated with thapsigargin and PMA; AID 651702; actives 0.66% (n = 360,000); inhibition, % at 10 µM;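 active = inhibition above about 55%, limit read from the data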
Vif inh: blocks HIV Vif function; HEK293T cells, Vif self-association by quenched fluorescence, imaging, 24 h; inhibition, % at 7.49 µM; actives 0.35% (n = 340,000); AID 602346; in the data active = inhibition above about 50%, passing the limit was not always enough; also: some results filed as inactive read as strong as hits
ABCB6 inh MLPCN: blocks the human ABCB6 transporter. Q9NP58. K562-ABCB6 porphyrin accumulation, flow cytometry, 1 h; active compounds read low. fluorescence ratio to DMSO, % at 10 µM. actives 0.19% (n = 360,000);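 active = fluorescence ratio to DMSO below 75%, the collection mean minus 3 SD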;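 also: signal is porphyrin accumulated inside mitochondria; 100% equals median channel fluorescence of DMSO control wells; lower ratio means ABCB6 inhibition with less porphyrin fluorescence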
PDI turbidity: blocks human protein disulfide isomerase activity. P07237. PDI insulin aggregation turbidity, A650, 90 min. inhibition, % at 10 µM. actives 0.052% (n = 350,000). AID 588391;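 active = mean inhibition across replicates of 30% or more, whatever share of single replicates reach that level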;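 also: absorbance from insulin aggregation driven by PDI reduction with DTT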
Target sequence (P07237 whole entry, looked up): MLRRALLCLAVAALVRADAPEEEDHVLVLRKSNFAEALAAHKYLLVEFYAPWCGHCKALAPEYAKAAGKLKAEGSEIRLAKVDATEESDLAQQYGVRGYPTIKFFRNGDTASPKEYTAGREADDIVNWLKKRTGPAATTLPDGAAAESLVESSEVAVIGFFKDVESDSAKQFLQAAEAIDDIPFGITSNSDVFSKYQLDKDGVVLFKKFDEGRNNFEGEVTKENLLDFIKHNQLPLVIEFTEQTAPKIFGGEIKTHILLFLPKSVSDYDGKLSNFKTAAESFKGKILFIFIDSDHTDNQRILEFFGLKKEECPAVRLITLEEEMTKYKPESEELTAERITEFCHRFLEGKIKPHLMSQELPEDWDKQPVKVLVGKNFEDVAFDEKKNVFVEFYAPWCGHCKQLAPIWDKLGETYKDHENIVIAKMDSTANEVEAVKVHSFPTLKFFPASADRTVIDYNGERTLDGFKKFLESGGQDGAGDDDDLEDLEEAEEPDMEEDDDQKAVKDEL
aDG glyco act: alpha-DG glycosylation activation | actives 0.22% (n = 360,000) | Pro5-aDG cells, alpha-DG glycosylation AlphaScreen (IIH6); 0% Pro5, 100% B10-LARGE cell signal | AID 624168 | activation, % at 10 µM;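 active = activation of at least 8% versus controls, or a plate z-score of at least 8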;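 also: Pro5 are CHO cells carrying HIG-tagged alpha-DG that lacks glycosylation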
CaV13 FRET inh: Primary screen for inhibitors of IQ motif and Ca2+-dependent inactivation inhibitor domain binding in CACNA1D, Förster resonance energy transfer in living cells, … | HEK cells, CFP/YFP FRET ICDI-IQ, plate reader, 10 min; percent FRET-ratio fall versus neutral wells | inhibition, % at 12.3 µM | AID 743397 | actives 0.098% (n = 340,000);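 active = mean replicate inhibition of at least 30% and at least 1% of replicates passing that level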;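 also: 0% = median of the neutral control wells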
N-glyco inh: N-linked glycosylation inhibition. D54 ERlucT glycosylation luciferase reporter, 24 h; percent of 100 nM tunicamycin response. reporter increase, % at 12.5 µM. actives 0.23% (n = 360,000);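 active = mean luciferase reporter signal, scaled so untreated is 0 and the glycosylation-blocking control 100, at or above a set limit in every replicate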;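 also: luciferase carries N-glycosylation sites so blocking glycosylation raises the light; 0% = median of neutral control wells and 100% = median of 100 nM tunicamycin wells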
* marks the source's active call; other numbers are inactive results; . = not tested or not shown.

SMILES	Cardio protect	m5-HT2A agonist	hiPSC survival	Exocytosis inh	Vif inh	ABCB6 inh MLPCN	PDI turbidity	aDG glyco act	CaV13 FRET inh	N-glyco inh
O=C(O)CC(CC(=O)Nc1ccc(C(=O)O)cc1)c1ccccc1 (stereo unspecified)	12	1	-0.4	0	4	99	13	0.0	-5	3
O=C(N=C1SC2CS(=O)(=O)CC2N1c1ccc(Br)cc1Cl)C1CC1 (stereo unspecified)	10	-4	0.2	-14	1	104	0	0.3	-6	0
Cc1ccccc1NC(=S)NCCc1ccccn1	7	8	1.2	-3	1	93	-3	0.1	-6	0
COc1ccc2oc(C(=O)OCC(=O)Nc3ccccc3OC)c(C)c2c1	2	-5	-0.3	-1	-2	94	0	0.2	.	3
Cc1cc(C)nc(NC2=NCC(=O)N2c2ccccc2)n1	-1	1	6.0	-4	29	94	14	0.3	-5	3
Cc1[nH]c(C)c(S(=O)(=O)Nc2ccc(F)cc2Cl)c1C(=O)N1CCCC1	5	0	-0.4	-13	-4	95	10	0.0	-1	0
NC(=O)C1Cc2ccccc2CN1C(=O)c1cc(C2CC2)nn1-c1ccccc1 (stereo unspecified)	8	-1	-2.5	2	1	95	5	0.2	-6	0
Cc1cccc(-c2cc(=O)c(C(=O)O)cn2-c2ccc(F)cc2F)c1	16	9	5.3	-1	-8	98	-2	0.3	-9	4
COc1ccc(C(C)(C)C)cc1NC(=O)COC(=O)c1ncc(Cl)c(Cl)c1Cl	-3	0	-1.7	1	14	99	0	-0.3	-5	0
CN(C(=O)CSc1nc(-c2ccccc2)c(-c2ccccc2)o1)C1CCS(=O)(=O)C1 (stereo unspecified)	9	2	-2.7	0	-15	93	4	-0.2	-5	-1
O=C(COC(=O)c1ccc(Cl)c(S(=O)(=O)NCc2ccccc2)c1)NC1CC1	-2	3	1.2	1	77*	91	19	0.0	-1	0
O=C(CSC1=NS(=O)(=O)c2cc(Cl)ccc2N1)Nc1cccc(F)c1	0	-14	-0.4	4	2	104	-11	-0.4	-6	4
N#Cc1ccc(S(=O)(=O)NCC(=O)OCC(=O)NCCc2ccccc2)cc1	4	-5	-0.4	-1	-8	95	0	0.0	.	1
Cc1cc(C)n2nc(SCC(=O)N(C)c3c(N)n(Cc4ccccc4)c(=O)[nH]c3=O)nc2n1	2	-2	2.4	-1	7	95	6	-0.1	.	0
Cc1cc(Nc2ccc(N3CCOCC3)cc2)c2cccc(C)c2n1	6	1	-0.3	7	2	100	24	0.0	-5	15
N#C/C=C\Oc1ccc(Cl)cc1N	-16	0	1.1	-4	-4	100	14	1.0	-8	-1
Cc1ccc(NC(=S)N2CCN(S(C)(=O)=O)CC2)cc1Cl	-3	-2	-0.4	-2	16	99	0	0.0	-2	0
Cc1cc(NC(=O)CS(=O)(=O)c2cn(Cc3cccc(Cl)c3)c3ccccc23)no1	-20	-1	0.1	-10	-9	100	3	0.0	-5	-3
Cc1csc(NC(=O)CSc2nc3[nH]ncc3c(=O)[nH]2)n1	5	-4	1.0	0	-17	94	0	0.9	6	2
O=c1oc2ccccc2c(Nc2ccc(Cl)cc2)c1[N+](=O)[O-]	-14	2	0.5	2	-10	99	3	0.2	-12	-1
Cc1ccccc1NS(=O)(=O)c1cc(C(=O)NCCSC2CCCCC2)ccc1C	-16	-7	-2.2	6	-11	100	-4	0.4	-8	-5
COc1cc2c(cc1OC)C(c1cc3cc(C)ccc3[nH]c1=O)N(C(=O)c1ccco1)CC2 (stereo unspecified)	3	-7	0.1	-14	10	99	5	-0.1	-7	2
N#Cc1ccc(C(=O)NCCCSc2ccccc2)cc1	10	-3	-0.5	-9	-16	103	7	0.1	-3	-2
CN(C)S(=O)(=O)c1ccc(Cl)c(NC(=O)COC(=O)c2cc(-c3ccccc3)nc3ccccc23)c1	-2	0	1.3	-2	6	96	7	0.0	-4	1
O=C(Cn1cc(CCO)nn1)N1CCNCC1	-1	4	0.1	-2	-5	97	-1	0.0	-11	2
COc1ccccc1N(CC(O)CN1C(=O)NC(C)(C)C1=O)S(=O)(=O)c1ccc(C)cc1 (stereo unspecified)	1	-1	3.9	0	.	94	-1	-0.2	-1	0
CC(C(=O)Nc1ccccc1)N1CCN(c2ccccn2)CC1 (stereo unspecified)	6	-6	0.0	-19	.	92	2	-0.1	-19	1
CCc1ccc(C(=O)NNC(=O)CN2C(=O)NC3(CCCC3)C2=O)cc1	3	6	-0.3	-1	-2	99	-1	-0.2	-7	1
O=C(N/N=C\c1ccc(-c2cccc(Cl)c2)o1)C(=O)NC1CCCC1	-12	3	-1.1	-1	1	93	-10	-0.1	-3	0
COc1cc(C(=O)NC2CCN(Cc3nnnn3Cc3cccs3)CC2)cc(OC)c1OC	4	-2	-0.9	0	-1	98	-5	0.2	-8	3
Fc1ccccc1CSc1nnc(-c2cccnc2)o1	15	-2	0.4	0	3	100	-9	0.1	-4	-5
CC(=O)Nc1ccc(NC(=O)c2oc3cc(C)c(C)cc3c2C)cc1	-3	-3	0.5	-4	15	95	15	-0.2	-5	-5
Clc1ccc(OCCCCCN2CCCC2)c(Br)c1	-2	-6	1.7	1	-5	96	17	5.9	-5	-1
C=CCn1c(C(C)NC(=O)CCC)nc2ccccc21 (stereo unspecified)	-6	-1	-1.3	-1	13	101	-26	0.0	-8	3
CC(=O)c1ccc(N2CCN(S(=O)(=O)c3ccc4c(c3)NC(=O)CO4)CC2)cc1	0	-2	0.6	0	-4	101	-8	-0.2	-14	-1
COc1ccc(NS(=O)(=O)c2cc(NC(=O)CC(=O)c3ccc([N+](=O)[O-])cc3)ccc2C)cc1	-21	-3	-1.9	-17	15	109	-1	-0.2	-5	-1
CCOC1=C/C(=C/c2c(N)n3nc(-c4ccccc4)sc3nc2=O)C=CC1=O	19	-1	0.7	-1	3	103	3	-0.5	-6	-1
O=C1CN(c2ccc(Br)cc2)C(=O)N1CC(=O)N1CCCc2ccccc21	2	-1	-2.0	2	-2	100	-2	0.1	-5	0
CCN(CC)S(=O)(=O)c1cc(NS(=O)(=O)c2cccc(Cl)c2)ccc1C	-6	2	2.1	-2	-2	97	-3	-0.3	-5	1
CN(C)S(=O)(=O)n1cnc(C(CCO)c2ncn(S(=O)(=O)N(C)C)c2CCCO)c1 (stereo unspecified)	10	-5	0.3	-1	-3	98	-3	-0.3	-6	1
COc1cc(NS(=O)(=O)c2ccc(C)cc2)ccc1-n1cnnn1	-1	1	-0.4	2	0	95	-1	0.1	-5	0
COc1cccc(CC(NC(C)=O)C(=O)NC2CCN(C(=O)NCc3ccccc3)CC2)c1 (stereo unspecified)	4	-5	0.0	1	2	93	-3	0.0	-7	3
Cc1cccc(CN2CCC(n3nccc3NC(=O)CCCc3ccccc3)CC2)n1	3	4	0.1	1	1	98	4	-0.3	-6	0
CC12CCC(=O)C=C1CCCC2=O (stereo unspecified)	2	5	1.1	7	-5	93	21	1.1	-2	0
O=C(Nc1nc(-c2ccccn2)cs1)c1ccc(-c2ccccc2F)o1	58*	1	-0.2	-6	6	112	1	0.3	-15	4
O=C1NC2(C=Cc3c(ccc4ccccc34)O2)Oc2ccccc21 (stereo unspecified)	12	-4	-0.4	22	.	97	-2	0.0	.	5
Cc1cc(=O)[nH]c(N/N=C/CCc2ccccc2)n1	5	-1	2.2	-8	2	97	6	-0.3	-6	1
CCCn1nnc(NC(=O)C(C)C)n1	-4	2	0.1	-4	4	103	18	0.1	3	0
CC(C)Cc1cc(C(=O)N2CCN(c3ccc(F)cc3)CC2)no1	-8	-9	-0.1	5	-3	99	.	0.3	5	1
O=C(Nc1cccc(Cl)c1)Nc1nnc(-c2ccncc2)s1	-18	3	3.5	10	-5	90	-6	-0.5	-2	-12
CC(=O)Nc1ccc(NC(=O)CSc2ccc(-c3ccc(-n4ccnc4)cc3)nn2)cc1	-3	-11	-0.3	-7	8	104	2	1.8	-14	7
S=C(Nc1ccc(Cl)cc1)NC1CCN(Cc2ccccc2)CC1	-8	-6	-3.3	69*	-3	95	-9	0.8	-4	-3
Cn1c(N)c(C(=O)COC(=O)CCc2nc3ccccc3s2)c(=O)n(C)c1=O	0	-2	0.8	-4	-8	100	-4	0.9	-4	1
Cc1ccc(S(=O)(=O)N2CCCC(C(=O)NCc3ccccn3)C2)cc1 (stereo unspecified)	-4	2	0.0	-2	1	97	3	0.5	.	-1
O=c1c2c3c(sc2n2c(=S)[nH]nc2n1-c1ccccc1)CCC3	2	4	-0.5	2	.	98	1	-0.3	-5	-1

At a glance, 12 of the compounds above:
SMILES	Cardio protect	m5-HT2A agonist	hiPSC survival	Exocytosis inh	Vif inh	ABCB6 inh MLPCN	PDI turbidity	aDG glyco act	CaV13 FRET inh	N-glyco inh
COc1cc(NS(=O)(=O)c2ccc(C)cc2)ccc1-n1cnnn1	-1	1	-0.4	2	0	95	-1	0.1	-5	0
COc1cccc(CC(NC(C)=O)C(=O)NC2CCN(C(=O)NCc3ccccc3)CC2)c1 (stereo unspecified)	4	-5	0.0	1	2	93	-3	0.0	-7	3
Cc1cccc(CN2CCC(n3nccc3NC(=O)CCCc3ccccc3)CC2)n1	3	4	0.1	1	1	98	4	-0.3	-6	0
CC12CCC(=O)C=C1CCCC2=O (stereo unspecified)	2	5	1.1	7	-5	93	21	1.1	-2	0
O=C(Nc1nc(-c2ccccn2)cs1)c1ccc(-c2ccccc2F)o1	58*	1	-0.2	-6	6	112	1	0.3	-15	4
O=C1NC2(C=Cc3c(ccc4ccccc34)O2)Oc2ccccc21 (stereo unspecified)	12	-4	-0.4	22	.	97	-2	0.0	.	5
Cc1cc(=O)[nH]c(N/N=C/CCc2ccccc2)n1	5	-1	2.2	-8	2	97	6	-0.3	-6	1
CCCn1nnc(NC(=O)C(C)C)n1	-4	2	0.1	-4	4	103	18	0.1	3	0
CC(C)Cc1cc(C(=O)N2CCN(c3ccc(F)cc3)CC2)no1	-8	-9	-0.1	5	-3	99	.	0.3	5	1
O=C(Nc1cccc(Cl)c1)Nc1nnc(-c2ccncc2)s1	-18	3	3.5	10	-5	90	-6	-0.5	-2	-12
CC(=O)Nc1ccc(NC(=O)CSc2ccc(-c3ccc(-n4ccnc4)cc3)nn2)cc1	-3	-11	-0.3	-7	8	104	2	1.8	-14	7
S=C(Nc1ccc(Cl)cc1)NC1CCN(Cc2ccccc2)CC1	-8	-6	-3.3	69*	-3	95	-9	0.8	-4	-3

Outcome played no part in choosing rows (roughly 3.1% active in at least one column).
